High-throughput results (PubChem BioAssay)
OXTR potentiator = potentiates the human oxytocin receptor response | CHO-OTR cells, Fluo-8 calcium fluorescence, potentiator mode; 0% = oxytocin EC15, 100% = EC100 | activation, % at 3 µM | 320,000 tested, 0.061% active | AID 2445;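 active = activation above that plate's cutoff, the mean activation of tested compounds plus 3 SD, cut at about 6.6% in these data, passing the limit was not always enough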;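 also: 100% uses oxytocin at 75 nM as the full agonist control; some results filed as inactive read as strong as hits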
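Dosing: Single dose, 3.0 µM nominal final compound concentration | Material: Human OTR in CHO cells | Technique: Kinetic Fluo-8 calcium fluorescence | Benchmarks: EC15 oxytocin alone as 0%, 75 nM oxytocin as 100% | Probe or stimulus: Oxytocin at about EC15, sub-maximal agonist stimulus | Incubation: Compound 6 min at room temperature before oxytocin, 100 s read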
TAAR1 antag = antagonists of human TAAR1; Q96RJ0; CHO RD-HGA16 TAAR1, Fluo-8 calcium fluorescence, antagonist; inhibition, % at 3 µM; 360,000 tested, 1.5% active;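 active = inhibition above a per-plate cutoff, the mean inhibition of test compounds on that plate plus 3 SD, cut at about 49% in these data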;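 also: 0% = DMSO plus EC80 beta-PEA response and 100% = DMSO alone without agonist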
Target sequence (Q96RJ0 whole entry, looked up): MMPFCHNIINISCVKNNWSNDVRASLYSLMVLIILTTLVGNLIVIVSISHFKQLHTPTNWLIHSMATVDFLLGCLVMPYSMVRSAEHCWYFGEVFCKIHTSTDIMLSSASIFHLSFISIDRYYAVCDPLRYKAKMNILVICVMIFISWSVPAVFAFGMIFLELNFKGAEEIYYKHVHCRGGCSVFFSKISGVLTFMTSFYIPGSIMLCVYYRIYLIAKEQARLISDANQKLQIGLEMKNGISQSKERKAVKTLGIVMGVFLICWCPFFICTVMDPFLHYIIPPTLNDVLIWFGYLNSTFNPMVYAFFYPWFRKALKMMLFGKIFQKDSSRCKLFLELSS
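Material: RD-HGA16 CHO cells with stable hTAAR1 and Gα16; Dosing: single nominal final test compound concentration of 3 µM; Schedule: seeding 17-24 h prior, 75-min 37 °C, 30-min RT dye loading; Detection: kinetic Fluo-8 calcium fluorescence measurement; Measure: % inhibition from peak post-agonist over basal fluorescence ratio; Benchmarks: vehicle and agonist controls.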
CHO-K1 Ca ag = counter-screen for M1 agonists: effect in parental CHO-K1 cells; Fluo-8 calcium fluorescence; scaled to maximal ATP response, vehicle zero; activation, % at 3 µM; 360,000 tested, 0.48% active; AID 602248; in the data active = activation above about 15%;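 also: untransfected CHO-K1 host cells lacking M1 receptor as counterscreen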
CHO-K1 Ca antag = counter-screen for M1 antagonists: effect in parental CHO-K1 cells; ATP-induced calcium, Fluo-8 fluorescence; 360,000 tested, 0.6% active; inhibition, % at 3 µM;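 active = inhibition above a per-plate cutoff, the plate's mean sample inhibition plus 3 SD, cut at about 24% in these data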;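 also: 0% = DMSO plus EC80 ATP and 100% = DMSO alone without ATP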
CHO parental Ca = counter-screen for OX1R antagonists: effect in parental CHO cells; parental CHO-K1, ATP-induced calcium, Fluo-8 fluorescence; inhibition, % at 5.6 µM; 330,000 tested, 0.63% active;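 active = inhibition above that plate's mean sample inhibition plus 3 SD, cut at about 26% in these data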;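 also: 0% = ATP-challenged DMSO wells and 100% = DMSO wells without ATP; some compounds past the cut are filed as inactive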
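Test system: parental CHO cells; detection: calcium-sensitive Fluo-8 fluorescence; evaluation: percent inhibition of calcium signal; also added: ATP as calcium-mobilizing challenge; repeats: one well per compound; control set: ATP-challenged DMSO wells low, unchallenged DMSO wells high; compound: single nominal dose of 5.6 µM per compound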
M1 ag = agonists of human M1 muscarinic receptor | P11229 | CHO-K1 hM1, Fluo-8 calcium fluorescence, agonist mode; 0% DMSO, 100% acetylcholine EC100 | activation, % at 3 µM | 360,000 tested, 0.33% active;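 active = activation above the run's mean compound activation plus 3 SD, cut at about 16% in these data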;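 also: peak over basal fluorescence ratio within a 140 s kinetic read after compound addition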
V1aR counter = counter-screen for oxytocin receptor agonists: human V1a receptor agonists; P37288; CHO-V1R cells, Fluo-8 calcium fluorescence, agonist mode; 0% DMSO, 100% 3 nM vasopressin; activation, % at 3 µM; 320,000 tested, 0.25% active;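 active = activation above the mean activation of all tested compounds plus 3 SD, per screening run, cut at about 20% in these data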;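 also: signal is peak over basal fluorescence ratio across a 100 second FLIPR read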
Target sequence (P37288 whole entry, looked up): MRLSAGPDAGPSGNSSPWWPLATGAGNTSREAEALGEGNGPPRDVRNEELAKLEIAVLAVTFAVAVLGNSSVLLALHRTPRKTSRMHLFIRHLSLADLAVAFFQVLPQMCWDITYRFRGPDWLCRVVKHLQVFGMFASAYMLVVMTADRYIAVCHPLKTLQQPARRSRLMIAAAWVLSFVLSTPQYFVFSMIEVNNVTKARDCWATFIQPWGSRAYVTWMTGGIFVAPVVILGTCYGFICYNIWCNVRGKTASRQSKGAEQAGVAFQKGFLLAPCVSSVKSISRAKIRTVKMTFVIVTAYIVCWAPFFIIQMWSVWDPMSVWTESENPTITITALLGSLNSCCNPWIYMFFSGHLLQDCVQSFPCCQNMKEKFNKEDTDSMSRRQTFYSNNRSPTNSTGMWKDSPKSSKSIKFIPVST
M1 PAM parental = counter-screen for M1 PAMs: effect in parental CHO-K1 cells | AID 602247 | 360,000 tested, 0.02% active | ATP EC20, Fluo-8 calcium fluorescence; 0% at ATP EC20, 100% at ATP max | activation, % at 3 µM;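 active = activation above the run cutoff, the mean activation of all test compounds plus 3 SD, cut at about 40% in these data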;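 also: peak over basal fluorescence ratio in a 140 s read after ATP addition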
TAAR1 ag = human TAAR1 agonism | AID 624467 | 360,000 tested, 0.99% active | Q96RJ0 | activation, % at 3 µM | CHO RD-HGA16 TAAR1, Fluo-8 calcium fluorescence; vehicle wells 0%, saturating PEA agonist 100%;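 active = activation above the mean activation of all test compounds in the run plus 3 SD, cut at about 38% in these data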
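Signal – calcium-sensitive Fluo-8 signal, excitation 470-495, emission 515-575 nm · System – RD-HGA16 (CHO) cells co-expressing Gα16 and hTAAR1 · Incubation – 17-24 h seeding, 75 min 37 °C dye, 30 min RT · Compound dosing – 3 µM single concentration · Repeats – no replicates (n 1)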
The depositor's hits bear a star; . = no result given.

SMILES	OXTR potentiator	TAAR1 antag	CHO-K1 Ca ag	CHO-K1 Ca antag	CHO parental Ca	M1 ag	V1aR counter	M1 PAM parental	TAAR1 ag
O=C(NC1CCCCC1)C(c1ccccc1)N1CCOCC1 (configuration not stated)	-5.8	-14.1	1.1	-11.9	-10.0	-0.8	-0.1	22.0	32.5
CCCSc1oc(-c2ccco2)nc1S(=O)(=O)c1ccccc1	3.0	-10.8	-0.3	-12.3	-8.7	-6.1	-1.6	9.1	15.3
O=C(Nc1ccc(S(=O)(=O)Nc2cnc3ccccc3n2)cc1)c1ccc(F)cc1	-9.7	-18.0	0.4	2.9	-7.8	2.5	0.8	-6.8	1.6
Cc1ccc(-c2nc(NCCN3CCOCC3)c3ccccc3n2)cc1	-7.7	-18.1	1.8	-7.4	-10.5	-8.4	0.7	-9.6	5.3
CC1CC1C(=O)N1CCN(S(=O)(=O)c2cccc(F)c2)CC1 (configuration not stated)	-3.8	-11.3	0.9	-6.5	-13.1	-2.9	-0.4	1.7	1.5
N#Cc1ccc(OCc2c(-c3ccccc3)nnn2CC(=O)O)cc1	.	-0.5	1.2	-9.6	.	-1.6	.	19.2	0.3
Cn1c2ccccc2c2nnc(SC3CCOC3=O)nc21 (configuration not stated)	-2.2	5.8	-0.3	2.8	-0.7	-6.1	-1.6	-2.8	6.2
CC(C)c1nc2oc3c(NCC4CCCO4)ncnc3c2c2c1CCC2 (configuration not stated)	-12.5	16.1	2.5	-3.5	-11.4	-1.5	-0.8	14.2	6.5
O=C(NCCOc1ccccc1)c1cc(C(=O)NCCOc2ccccc2)cc([N+](=O)[O-])c1	-15.6	66.3*	15.0	19.7	25.6	3.1	15.8	0.6	14.4
CCn1c(=NC(=O)c2ccc(S(=O)(=O)N(C)C)cc2)sc2cccc(OC)c21	2.6	-13.3	0.4	-7.3	-13.1	-9.6	0.7	17.4	1.2
CCc1nc2ccc(C(=O)NCCOc3ccc(OC)cc3)cn2c1N(CCN(C)C)CC1CC1	.	-24.7	-0.1	4.5	.	-1.5	.	-8.5	-0.8
CCCCOC(=O)c1ccc(NC(=O)c2cc(Cl)c(Cl)cc2C(=O)O)cc1	-7.9	4.3	-0.6	-1.7	-4.2	-5.4	-1.5	10.7	7.0
Fc1ccc(CSc2ccc(-c3ccco3)nn2)cc1	2.2	-16.4	0.8	-11.3	-9.4	-3.2	0.0	9.0	-0.5
COc1ccc(C)cc1-n1cnc2sc(C)c(C)c2c1=O	.	-52.9	0.2	-10.8	.	-6.1	.	6.3	-3.1
Cc1cccc(OC(C)C(=O)NC2CCS(=O)(=O)C2)c1C (configuration not stated)	-4.6	.	0.2	-5.9	-4.5	-2.1	1.2	29.3	.
Cn1cc(Br)c(-c2cccc(NC(=O)CC(C)(C)CC(=O)O)c2)n1	-10.2	-30.2	0.4	-8.0	-6.5	-4.5	-0.2	22.6	1.8
CCN1C(=O)[C@H]2[C@@H](c3ccc(OC)cc3)N3C(=O)CN(Cc4ccccc4)C(=O)[C@@]3(Cc3ccccc3)[C@H]2C1=O	-5.5	2.3	0.4	-7.8	-13.8	-2.3	-0.4	-7.5	0.8
Cn1nc(-c2ccc(Cl)cc2)cc1NC(=O)Nc1ccccc1	-13.5	14.3	9.4	5.8	6.5	3.0	19.2	3.0	21.5
Cc1c(Cl)cccc1NC(=O)CC1SCCNC1=O (configuration not stated)	0.4	-5.2	1.6	6.6	-1.9	1.1	1.5	-3.1	12.8
COc1ccc(C(CNC(=O)c2oc3ccc(F)cc3c2C)N2CCCCC2)cc1 (configuration not stated)	-9.2	-23.4	0.9	-10.7	-15.2	-2.0	3.8	23.3	5.6
Cc1ccc(/C=N/NC(=O)c2cccc(S(=O)(=O)Nc3ccccc3Cl)c2)s1	-6.0	-0.1	3.0	-8.7	-11.4	-8.1	2.7	14.3	0.7
O=P(c1ccccc1)(c1ccccc1)C(O)c1ccncc1 (configuration not stated)	-2.4	-7.5	0.0	-11.4	-11.5	-10.9	-0.4	-1.9	0.1
CCC(CC)NC(=O)Nc1cccc(C)c1C	-12.7	14.7	-0.2	13.8	-7.0	-6.2	-0.3	-10.0	-1.3
COC(=O)c1nnn(-c2cccc(Cl)c2)c1C(=O)OC	-8.3	-12.7	3.3	-4.2	7.3	-1.4	1.7	15.7	2.0
Cc1ccc(-c2nnn(CC(=O)Nc3cccc4cccnc34)n2)o1	-10.0	4.3	0.3	18.9	-2.7	-1.3	2.0	-6.1	6.4
OC(c1ccccc1)C(O)c1ccccc1 (configuration not stated)	3.5	-15.1	-0.2	2.7	-28.7	-1.3	5.3	-0.6	1.6
CCOC(=O)N1CCN(S(=O)(=O)N2CCCC(C(=O)NCc3ccccc3OC)C2)CC1 (configuration not stated)	-4.5	-8.8	1.4	-6.0	-16.5	-1.2	-0.1	12.4	-0.2
O=C(OCC#Cc1c(COC(=O)c2ccccc2)nnn1Cc1ccccc1)c1ccccc1	-6.2	8.2	-0.7	7.5	0.2	-0.1	3.1	-23.2	-0.4
O=C(CNS(=O)(=O)/C=C/c1ccccc1)OCC(=O)N1CCC(Cc2ccccc2)CC1	-19.7	30.0	4.1	11.4	9.4	0.3	6.7	-3.0	9.4
C=CCN1C(=O)C2C(C(=O)NC3CCCC3)C3C=CC2(O3)C1C(=O)NC1CCCC1 (configuration not stated)	5.1	-12.6	0.1	-9.2	-5.2	-1.7	0.1	-12.5	4.0
CN(Cc1ccccc1)C(=O)c1ccc(Nc2nc(CN)cs2)nc1	.	-0.1	0.1	3.1	.	-4.8	.	-3.9	0.8
CN1/C(=C/C(=O)c2nc(S(C)(=O)=O)ncc2Cl)C(C)(C)c2ccccc21	-4.6	.	2.4	-2.4	3.8	-7.1	1.7	18.0	.
O=C(NNC(=O)c1ccccc1Cl)c1ccccc1Cl	3.0	-1.3	0.6	-15.1	-16.2	-1.9	0.3	17.1	1.8
COc1ccc(C(C)(O)c2nc(-c3ccccc3OC)cs2)cc1 (configuration not stated)	.	-3.5	0.0	10.9	.	-3.4	.	11.5	-1.7
COc1ccccc1N1CCN(C(=O)CSc2nnc(NC(=O)c3ccco3)s2)CC1	-18.3	14.9	1.6	-9.3	-23.2	-3.1	-0.3	21.6	15.1
COCc1ccc(CN2CCC(C(=O)Nc3cccc(-c4cscn4)c3)CC2)o1	-4.3	-17.9	2.9	-8.3	-34.0	-5.4	0.6	5.3	2.7
CCN(CC(=O)NC(=O)NCc1ccccc1)CC(=O)Nc1cc(Cl)ccc1C	-9.9	11.3	2.2	-28.2	-38.7	-2.9	5.0	13.1	24.8
COc1cccc(N(C(=O)C2COc3ccccc3O2)C(C(=O)NC2CCCCC2)c2ccc(O)cc2)c1 (configuration not stated)	-7.0	-14.6	.	.	-32.9	.	0.8	.	9.6
COc1cc(/C=C(\CC(=O)O)c2nc3ccccc3s2)cc(OC)c1O	-20.0	-17.1	0.3	-12.6	-15.9	-2.3	0.0	5.8	2.2
CC(C)N(C)C(=O)CCc1nnc(CCc2c[nH]c3ccccc23)o1	-14.6	-0.9	0.1	9.7	-8.7	-4.2	1.1	-5.7	9.3

Compounds shown so far that have a thiophene ring, fused or not:
SMILES	OXTR potentiator	TAAR1 antag	CHO-K1 Ca ag	CHO-K1 Ca antag	CHO parental Ca	M1 ag	V1aR counter	M1 PAM parental	TAAR1 ag
COc1ccc(C)cc1-n1cnc2sc(C)c(C)c2c1=O	.	-52.9	0.2	-10.8	.	-6.1	.	6.3	-3.1
Cc1ccc(/C=N/NC(=O)c2cccc(S(=O)(=O)Nc3ccccc3Cl)c2)s1	-6.0	-0.1	3.0	-8.7	-11.4	-8.1	2.7	14.3	0.7

(listing goes on)
SMILES	OXTR potentiator	TAAR1 antag	CHO-K1 Ca ag	CHO-K1 Ca antag	CHO parental Ca	M1 ag	V1aR counter	M1 PAM parental	TAAR1 ag
COc1ccc(S(=O)(=O)N(C)C[C@H]2Oc3c(NC(=O)NC4CCCCC4)cccc3C(=O)N([C@H](C)CO)C[C@@H]2C)cc1	-5.3	14.2	0.2	-14.5	-21.6	-8.2	0.7	1.0	4.4
COc1ccc(C(C)NC(=O)c2ccccc2)cc1 (configuration not stated)	0.2	.	0.0	3.3	-4.4	-5.6	0.2	1.5	.
CCn1c(=N)c(C(=O)NC)cc2c(=O)n3cccc(C)c3nc21	.	1.2	-0.3	0.3	.	-6.6	.	6.5	8.8
CC(C)(C)NC(=O)CSC(=Nc1ccc(F)cc1)NC#N	-6.7	-2.6	0.8	-4.2	-6.0	-2.3	0.8	16.6	2.3
O=C(c1ccco1)N1CCN(C(=O)c2ccc(Cn3cc(Br)cn3)o2)CC1	-1.3	-6.0	1.1	-6.3	-15.8	-4.7	3.0	15.1	4.7
Nc1nonc1-n1nnc(C(=O)N/N=C/c2ccccc2F)c1-c1cccs1	-3.2	-3.7	4.4	-7.1	5.6	3.4	6.5	7.8	13.4
C[C@@H]1CN([C@@H](C)CO)S(=O)(=O)c2ccc(-c3ccc(C#N)cc3)cc2O[C@@H]1CN(C)Cc1ccccn1	.	55.8*	5.5	7.2	.	-5.7	.	-0.3	12.0
COc1cc(NC(=O)c2ccco2)c(C(=O)OCC(=O)c2c[nH]c3ccccc23)cc1OC	-12.4	62.5*	6.1	6.3	4.8	-2.2	1.9	12.4	16.8
Cc1ccc(OCC(=O)c2cc(C)c(C)cc2C)c([N+](=O)[O-])n1	-11.4	-13.7	0.1	8.9	-25.8	-3.3	0.1	-6.2	-2.1

Profiles, quoted from the list:
O=C(c1ccco1)N1CCN(C(=O)c2ccc(Cn3cc(Br)cn3)o2)CC1 as listed: OXTR potentiator: -1.3; TAAR1 antag: -6.0; CHO-K1 Ca ag: 1.1; CHO-K1 Ca antag: -6.3; CHO parental Ca: -15.8; M1 ag: -4.7; V1aR counter: 3.0; M1 PAM parental: 15.1; TAAR1 ag: 4.7
CC(C)(C)NC(=O)CSC(=Nc1ccc(F)cc1)NC#N as listed: OXTR potentiator: -6.7; TAAR1 antag: -2.6; CHO-K1 Ca ag: 0.8; CHO-K1 Ca antag: -4.2; CHO parental Ca: -6.0; M1 ag: -2.3; V1aR counter: 0.8; M1 PAM parental: 16.6; TAAR1 ag: 2.3
